RXFP1 ag – agonists of human relaxin receptor RXFP1; 0.3% of 370,000 active; Q9HBX9; HEK293T-RXFP1 cAMP TR-FRET, 30 min; response scale: percent of porcine relaxin response, buffer zero; Potency, µM (titrated, usually from 57.5 µM), inactives show at the top dose activation, actives largely listed as activators; further: potency means the concentration at half of the fitted maximal effect; on the % scale 0 is the no-effect control and ±100 the full control effect; nearly all actives have a fitted effect of over 60% in size; many of its hits are not listed in these tables
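HEK293T cells stably expressing RXFP1 were pretreated with the PDE4 inhibitor Ro 20174, exposed to compounds for 30 min at 37C, lysed, and cAMP was read by TR-FRET. Data normalized to buffer (basal) and 29 nM porcine relaxin (100%).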
Vif-APOBEC3G blk – blocks the Vif interaction with human APOBEC3G; Q9HC16; HeLa A3G-eYFP + Vif (tagged APOBEC3G with the HIV-1 protein that degrades it), YFP fluorescence, overnight; Potency, µM (top dose mostly 46.1 µM), without a hit: at the highest dose activity, negative = active, most hits filed as inhibitors; 0.076% of 410,000 active; AID 602310;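 further: potency means the concentration at half of the fitted maximal effect; on the % scale 0 is the no-effect control and ±100 the full control effect; nearly all actives have a fitted effect of over 60% in size; hits raise eYFP signal because A3G escapes Vif-driven loss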
Target sequence (Q9HC16 whole entry, looked up): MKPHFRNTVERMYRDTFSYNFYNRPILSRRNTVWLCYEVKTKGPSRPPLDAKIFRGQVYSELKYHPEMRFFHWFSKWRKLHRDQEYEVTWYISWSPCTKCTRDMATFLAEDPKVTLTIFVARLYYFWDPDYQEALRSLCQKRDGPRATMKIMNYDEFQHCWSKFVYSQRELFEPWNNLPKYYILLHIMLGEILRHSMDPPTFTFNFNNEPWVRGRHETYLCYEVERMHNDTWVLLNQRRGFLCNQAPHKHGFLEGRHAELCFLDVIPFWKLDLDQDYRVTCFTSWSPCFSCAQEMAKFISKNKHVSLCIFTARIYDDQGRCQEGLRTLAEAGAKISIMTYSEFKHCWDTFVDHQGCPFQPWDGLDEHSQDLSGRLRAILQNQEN
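HeLa cells stably expressing Vif and C-terminally eYFP-tagged A3G, seeded overnight at 37 deg C, then exposed to compound by pintool overnight at 37 deg C. Rise in yellow fluorescence (Ex 488/Em 500-530, Acumen) marks blocked Vif-driven A3G degradation.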
D2 PAM – positive allosteric modulators of human D2 dopamine receptor; P14416; HEK293 T-REx D2, calcium flux, EC20 dopamine potentiation; potentiation, % at 10 µM; 0.34% of 340,000 active;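 active means potentiation over 3 SD above the plate norm, cut at about 30% in these data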; further: 0% is about no effect
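Calcium flux readout, no-wash dye, 1 read/s. Inducible HEK293 Trex D2 line, overnight 30 C. Compound alone 180 s (agonist flags), then EC20 dopamine, another 180 s to score potentiation.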
Vif-APOBEC3F blk – Vif-A3F binding inhibition. HeLa A3F-eYFP + Vif (tagged APOBEC3F with the HIV-1 protein that degrades it), YFP fluorescence increase. Potency, µM (series often up to 46.1 µM), for the others: at the top dose activity, negative = active. 0.2% of 390,000 active. AID 602313; further: potency means the concentration at half of the fitted maximal effect; % of control where 0% means no effect; nearly all actives have a fitted effect of over 65% in size
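HeLa cells stably expressing A3F-eYFP plus Vif, plated and incubated overnight at 37 deg C, then exposed to compounds overnight at 37 deg C. Blocked degradation read as raised yellow fluorescence (Ex 488/Em 500-530).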
D1 antagonist – human D1 dopamine receptor antagonism; P21728; HEK293 TREx D1 cells, calcium flux, dopamine EC80; active compounds read low; activity change, negative = inhibition, % at 10 µM; 3.2% of 360,000 active; AID 504652; in the data active means activity change below about -30%; further: on the % scale 0 is the no-effect control and ±100 the full control effect
Target sequence (P21728 whole entry, looked up): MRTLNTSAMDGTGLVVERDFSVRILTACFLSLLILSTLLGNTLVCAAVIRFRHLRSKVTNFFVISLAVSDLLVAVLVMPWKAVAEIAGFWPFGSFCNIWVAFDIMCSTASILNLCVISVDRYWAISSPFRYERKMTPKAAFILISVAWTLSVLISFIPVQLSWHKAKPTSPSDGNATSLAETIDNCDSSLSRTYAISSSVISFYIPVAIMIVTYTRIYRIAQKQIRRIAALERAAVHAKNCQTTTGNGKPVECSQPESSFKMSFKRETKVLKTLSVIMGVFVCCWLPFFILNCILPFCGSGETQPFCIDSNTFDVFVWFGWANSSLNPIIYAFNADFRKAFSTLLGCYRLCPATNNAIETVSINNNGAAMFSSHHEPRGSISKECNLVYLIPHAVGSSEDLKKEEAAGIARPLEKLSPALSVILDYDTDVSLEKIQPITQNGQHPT
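HEK293 T-REx cells expressing inducible, force-coupled D1 receptor; no-wash Ca dye, 30–90 min RT. Cmpd → 180 s read at 1 Hz → EC80 DA → 180 s read.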
D1 PAM – human D1 dopamine receptor positive modulation; P21728; potentiation, % at 10 µM; AID 504651; 0.036% of 360,000 active; HEK293 TREx D1 cells, calcium flux, dopamine EC20 potentiation; in the data active means potentiation above about 30%; further: 0% is about no effect
Glioma ERSR ind – inducers of ER stress response in human glioma cells. U87-MG GRP78 promoter luciferase reporter, 16 h. Potency, µM, for the others: top-dose activation, usual class: activators. 0.02% of 420,000 active. AID 602332; further: potency means the concentration at half of the fitted maximal effect; series mostly up to about 76 µM; % of control where 0% means no effect; nearly all actives have a fitted effect of over 35% in size
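Stably transfected U87-MG human glioma cells carrying a GRP78-based luminescent sensor were seeded at 1000 cells/well, pin-dosed with compounds and incubated 16 h. Luciferase reagent was then added, and end-point luminescence was read after 10 min at room temperature.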
LDHA inh – LDHA (human) enzyme inhibition | P00338 | purified LDHA, NADH/diaphorase-resazurin fluorescence; active compounds read low | activity change, % (values are at about 110 or 230 µM) | 0.15% of 480,000 active; in the data active means activity change below about -30%; inconclusive means mostly about -25% to -30%;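 further: plate controls were DMSO wells for no effect and wells without enzyme for full effect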
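Human LDH5 at 2 nM final in Tris HCl pH 7.4 with 0.06 mM NADH and 0.2 mM pyruvate, reacted 5 minutes at room temperature. Remaining NADH coupled via diaphorase/resazurin; resorufin fluorescence read at 0 and 20 minutes, normalized to enzyme-free and DMSO wells.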
D1 ag – human D1 receptor agonism. P21728. HEK293 T-REx D1 cells, calcium flux, agonist mode. activation, % at 2 µM. 1% of 360,000 active. AID 504660; in the data active means activation above about 30%; further: 0% is about no effect
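Agonism was scored from calcium flux recorded over 180 s (1 read/s) after pintool compound addition, following a 10-cycle baseline. Cells were inducible force-coupled HEK293 TREx D1, plated overnight at 30 C and loaded with no-wash calcium dye.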
* hit, by the source's call; ? = inconclusive; . = not tested or not shown. Unless noted, the call rests on the fitted dose curve; in most records, active means well fitted curve in the direction sought with a large enough effect; inconclusive means small, poorly fitted or top-dose-only effect, or another doubt; inactive means no such curve, though single readings can be large; an effect the other way counts as inactive or inconclusive.

Under each structure: RXFP1 ag	Vif-APOBEC3G blk	D2 PAM	Vif-APOBEC3F blk	D1 antagonist	D1 PAM	Glioma ERSR ind	LDHA inh	D1 ag
- Cc1ccc(N(C(=O)CNC(=O)c2ccco2)C(C(=O)NC2CCCCC2)c2cccnc2)cc1F (stereo not given)
 : 2.3%	1%	6	5%	-1	.	-4%	-14	5
- CCOc1c(S(=O)(=O)N2CCCC2)ccc(Cl)c1Cl
 : 1.2%	-12%	0	1%	-2	-2	-2%	-2	1
- Cc1cc(N2CCN(c3cc(Cl)ccc3C)CC2)n2nc(-c3ccccc3)nc2n1
 : -0.7%	4%	1	2%	4	0	-2%	-7	0
- COc1ccc(CCC(=O)NC2CC(=O)N(c3ccc(C)c(C)c3)C2)cc1 (stereo not given)
 : 1.4%	-3%	2	-6%	.	-2	-2%	-3	-3
- COc1cccc(-n2c(C)c(C(C)=O)c(C(C)=O)c2C)c1
 : 9.5%	1%	5	-11%	10	-1	-2%	-3	3
- COc1cc(NC(=O)CSc2nc(-c3ccc(C(C)C)cc3)no2)cc(OC)c1
 : -2.1%	4%	2	1%	-16	-3	-4%	0	20
- O=C(COC(=O)Cc1n[nH]c(=O)c2ccccc12)Nc1cccc(C(F)(F)F)c1
 : -1.6%	0%	-5	14%	-19	-7	-6%	-9	7
- COc1ccc(-c2noc3c2-c2nc(-c4ccccc4C)sc2CC3)cc1
 : .	-27%	.	6%	.	.	-3%	-3	.
- Cc1ccnc(NC(=O)COC(=O)c2ccc(F)cc2F)n1
 : 2.9%	-3%	15	-1%	-7	-4	-4%	0	3
- CC(c1ccc2ccccc2c1)c1ccccc1C(=O)O (stereo not given)
 : .	4%	.	-3%	.	.	0%	1	.
- COc1cccc(C(=O)Nc2sc3c(c2C(=O)O)CCCC3)c1
 : -2.4%	-1%	-3	8%	18	-2	-3%	-9	1
- COC(=O)C1=C(C)N(Cc2ccccc2)C(=NCc2ccc(OC)cc2)N[C@H]1c1ccccc1
 : -0.6%	1%	.	-15%	-10	-4	0%	-10	25
- COc1cc(NC(=O)c2cccs2)c(OC)cc1NC(=O)c1ccco1
 : 0.9%	-1%	-6	-28%	-13	-3	-3%	1	7
- NC(=O)c1cc([N+](=O)[O-])cc2c1C=Cc1ccccc1O2
 : 1.7%	2%	-2	7%	-1	4	-3%	-8	1
- COc1ccc(C2CC(=O)C3=C(C2)Nc2ccccc2NC3c2coc3ccccc3c2=O)cc1OC (stereo not given)
 : 0.9%	-5%	-18	-6%	-1	-8	-4%	-3	2
- Cc1ccnc(NS(=O)(=O)c2ccc(Oc3ccccc3)cc2)c1
 : 0.1%	2%	-4	-9%	13	-2	-3%	0	8
- COc1cc(Cl)c(C)cc1NC(=O)Cn1cc(S(=O)(=O)N2CCN(c3ccccc3F)CC2)c2ccccc2c1=O
 : 3.8%	7%	4	-1%	-17	-3	-3%	-3	5
- CCNC(=O)c1nc[nH]c1C(=O)NCC
 : 1.5%	1%	20	-5%	11	7	-2%	-6	8
- CC(C)N1CC(COc2ccccc2Cl)OC1=O (stereo not given)
 : .	1%	.	-8%	.	.	-7%	-8	.
- CC(NC(=O)c1noc2c1CCCCC2)c1ccccc1 (stereo not given)
 : 0.8%	3%	-10	-6%	-2	1	-1%	-10	1

Compound profiles, as listed above. Screens in order: RXFP1 ag | Vif-APOBEC3G blk | D2 PAM | Vif-APOBEC3F blk | D1 antagonist | D1 PAM | Glioma ERSR ind | LDHA inh | D1 ag
Cc1ccnc(NS(=O)(=O)c2ccc(Oc3ccccc3)cc2)c1 is listed as 0.1% | 2% | -4 | -9% | 13 | -2 | -3% | 0 | 8
O=C(COC(=O)Cc1n[nH]c(=O)c2ccccc12)Nc1cccc(C(F)(F)F)c1 is listed as -1.6% | 0% | -5 | 14% | -19 | -7 | -6% | -9 | 7
CC(c1ccc2ccccc2c1)c1ccccc1C(=O)O (stereo not given) is listed as . | 4% | . | -3% | . | . | 0% | 1 | .

Carrying on.
Under each structure: RXFP1 ag	Vif-APOBEC3G blk	D2 PAM	Vif-APOBEC3F blk	D1 antagonist	D1 PAM	Glioma ERSR ind	LDHA inh	D1 ag
- C[C@@H]1CCCCO[C@H](CN(C)Cc2ccc(C(=O)O)cc2)[C@H](C)CN([C@@H](C)CO)C(=O)c2cc(NC(=O)Nc3ccc(C(F)(F)F)cc3)ccc2O1
 : .	-6%	.	0%	.	.	0%	4	.
- N/C(Cn1cncn1)=N\NC(=O)C(=O)Nc1ccccc1
 : -1.7%	2%	3	1%	1	-5	-3%	-10	1
- CCn1c(=O)c2cc(C(=O)N3CCN(C(=O)c4ccco4)CC3)sc2c2ccccc21
 : -0.9%	.	8	.	6	-2	.	.	4
- CCCCOCCOC(=O)C1OC1(C)c1ccccc1 (stereo not given)
 : .	-1%	.	0%	.	.	-4%	-2	.
- COc1ccc(CC(=O)NCCCSc2ccccc2)cc1OC
 : 3.4%	1%	0	1%	-2	5	1%	-4	8
- CC(O/N=C/c1ccc(OC(F)F)cc1)C(=O)Nc1cccc(S(=O)(=O)N2CCOCC2)c1 (stereo not given)
 : 1.1%	-4%	0	-15%	14	-4	-4%	2	0
- CC(=O)C(Cc1ccccc1)(Cc1ccccc1)C(C)=O
 : 0.2%	1%	0	-3%	-19	-3	-4%	-7	1
- CCOc1cc(C(=O)NCc2ccccc2)ccc1OCC(=O)N1CCCCC1
 : 0.2%	-1%	-7	12%	15	-3	-1%	-6	0
- Cc1ccc(S(=O)(=O)N(C)C[C@@H]2OCCCC[C@H](C)Oc3ccc(NC(=O)Nc4ccc(F)cc4)cc3C(=O)N([C@H](C)CO)C[C@H]2C)cc1
 : .	0%	.	4%	.	.	-1%	-3	.
- CCOC(=O)c1cc2ccc3ccccc3c2s1
 : 3.9%	-4%	12	-5%	11	0	6%	-2	1
- CCOCCN1CCN(C2c3ccccc3CSc3ccccc32)CC1 (stereo not given)
 : .	-1%	.	-4%	.	.	-4%	-13	.
- Cc1ccc(NC(=O)Nc2cccc3ccccc23)cc1
 : -0.2%	-5%	-3	-9%	2	-5	7%	0	2
- Cc1[nH]c2ccccc2c1/C=C(/C#N)C(=O)NC(C)C
 : 2.5%	0%	2	3%	9	-4	1%	2	1
- Cc1ccc(NC(N)=S)cc1
 : 0.7%	-1%	0	1%	10	7	-1%	-6	1
- CCc1nnc(NC(=O)c2cccc(S(=O)(=O)N3CCN(C(C)=O)CC3)c2)s1
 : 1.1%	8%	-5	6%	2	-13	-3%	0	1
- CCc1ccc(C(=O)NNc2ccc(C)c(Cl)c2)cc1
 : 2.2%	-10%	-13	-12%	-9	-1	5%	3	2
- COCc1c(C(=O)OCC(=O)NCCN2C(=O)CSC2=O)oc2ccccc12
 : -0.4%	-2%	3	-3%	4	3	-2%	0	1
- CCCCN(C)S(=O)(=O)c1cc(Br)cc2c1N(C(=O)C1CC1)CC2
 : -0.2%	2%	3	-5%	-2	0	-7%	-3	2
- Cc1nc(C)c(C(=O)Nc2cccc(F)c2)s1
 : -1.5%	0%	6	5%	-4	5	2%	-2	3
- CC(C)c1nnc(NC(=O)c2nc(S(=O)(=O)Cc3ccc(F)cc3)ncc2Cl)s1
 : -3.0%	-23%	6	-16%	-1	5	-19%	0	2
- Cc1noc(C)c1S(=O)(=O)NC1CCCc2ccccc21 (stereo not given)
 : -1.9%	-6%	-3	.	7	-5	1%	4	3
- Cc1nn(CCOc2cccc(Cl)c2)c(C)c1[N+](=O)[O-]
 : -1.1%	-1%	-9	2%	-28	-1	-4%	-4	6
- COc1ccc(-c2csc(N)n2)cc1F
 : -1.9%	-1%	6	2%	-3	0	10%	0	4
- O=S(=O)(NCCc1nnc2ccc(SCc3ccccc3Cl)nn12)c1ccccc1
 : 3.6%	3%	0	2%	-5	12	-2%	0	-1
- CN1C(=O)C(C)(C)c2cc(S(=O)(=O)NCC3CCC(C(=O)NC4CCCCC4)CC3)ccc21 (stereo not given)
 : 2.1%	1%	7	-4%	15	6	-7%	-1	15
- CC1(C(=O)OCc2cc(=O)n3cc(Br)ccc3n2)CC1(Cl)Cl (stereo not given)
 : ?	-1%	1	5%	4	-1	0%	-9	3
- CSCC[C@H](NC(=O)[C@H](Cc1ccccc1)n1c(=O)[nH]c2ccccc2c1=O)C(=O)N1CCC(C(=O)O)CC1
 : -1.2%	-1%	8	-4%	-2	5	3%	-1	2
- COc1ccc(N=C(N)N=C(N)N)c(OC)c1
 : 0.3%	0%	6	3%	-3	-4	-3%	4	1
- Cc1ccc(C(=O)NCCCN2CCOCC2)cc1Cl
 : 0.0%	-5%	-4	3%	0	-9	-1%	-3	0
- Cc1[nH]n(-c2ncc(-c3ccc(Cl)cc3)s2)c(=O)c1C(c1ccc(Cl)cc1)C(C#N)C#N (stereo not given)
 : 0.7%	-8%	-3	3%	5	17	7%	-8	1
- CCOc1ccccc1NC(=O)CSc1nnc(CCC(=O)Nc2ccccc2F)n1C
 : -1.2%	2%	8	2%	6	-4	-4%	-4	1
- CCC(=O)N1CCc2cc(CNS(=O)(=O)c3ccc(Cl)s3)ccc21
 : -2.5%	3%	7	8%	-13	-1	-1%	-5	9

Structures shown so far that contain a COOH group:
Under each structure: RXFP1 ag	Vif-APOBEC3G blk	D2 PAM	Vif-APOBEC3F blk	D1 antagonist	D1 PAM	Glioma ERSR ind	LDHA inh	D1 ag
- CC(c1ccc2ccccc2c1)c1ccccc1C(=O)O (stereo not given)
 : .	4%	.	-3%	.	.	0%	1	.
- COc1cccc(C(=O)Nc2sc3c(c2C(=O)O)CCCC3)c1
 : -2.4%	-1%	-3	8%	18	-2	-3%	-9	1
- C[C@@H]1CCCCO[C@H](CN(C)Cc2ccc(C(=O)O)cc2)[C@H](C)CN([C@@H](C)CO)C(=O)c2cc(NC(=O)Nc3ccc(C(F)(F)F)cc3)ccc2O1
 : .	-6%	.	0%	.	.	0%	4	.
- CSCC[C@H](NC(=O)[C@H](Cc1ccccc1)n1c(=O)[nH]c2ccccc2c1=O)C(=O)N1CCC(C(=O)O)CC1
 : -1.2%	-1%	8	-4%	-2	5	3%	-1	2

High-throughput results from PubChem.

These rows are one share of the data, so the mix of outcomes need not match the whole.
